Screening data as filed in PubChem.
GLP1R cytotox: cytotoxicity counter-screen for GLP-1 receptor inverse agonists. Potency, µM (highest dose often 38.3 µM), for inactives: at the highest dose activity change, negative = inhibition, most hits filed as inhibitors. 410,000 tested, 0.13% active. HEK293 cAMP-luciferase reporter cells, luminescence, 24 h;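 note: loss of luciferase light is scored as toxicity; potency is the fitted concentration of half-maximal effect; % is set by controls: 0 for no effect and ±100 for the full control effect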
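Seeding density was 200 cells/uL; after overnight-length (12 h) culture, 23 nL compounds went on for 24 h at 37 °C. Readout used a luciferase detection reagent, luminescence taken after 12 min at room temperature.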
DRD3 agonist: D3 dopamine receptor (human) agonism; 410,000 tested, 0.58% active; max activation, %; D3R DiscoveRx beta-arrestin cells, luminescence, 90 min; P35462; in the data active = max activation above about 30%; note: 0% is about no effect; mostly tested at two doses, the higher about 12 µM
Target sequence (P35462 whole entry, looked up): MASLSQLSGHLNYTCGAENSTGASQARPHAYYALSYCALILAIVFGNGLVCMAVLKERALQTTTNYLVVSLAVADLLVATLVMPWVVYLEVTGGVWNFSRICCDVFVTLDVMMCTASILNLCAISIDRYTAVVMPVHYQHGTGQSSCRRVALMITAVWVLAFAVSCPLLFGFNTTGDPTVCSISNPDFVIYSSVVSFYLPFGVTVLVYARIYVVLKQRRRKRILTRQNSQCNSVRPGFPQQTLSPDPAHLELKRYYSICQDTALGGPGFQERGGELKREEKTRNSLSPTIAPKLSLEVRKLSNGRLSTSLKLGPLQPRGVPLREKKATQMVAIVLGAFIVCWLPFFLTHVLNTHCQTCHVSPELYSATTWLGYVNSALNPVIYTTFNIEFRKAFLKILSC
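Agonist mode: compounds and dopamine controls were applied to plated cells for 90 min at 37 degrees C after an overnight attachment at 1500 cells/well. Luminescent read-out followed 30 - 60 minutes at room temperature with DiscoveRx detection reagent.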
HT1080-NT tox: kills 2HG-producing HT-1080-NT fibrosarcoma cells | 360,000 tested, 1.6% active | AID 686970 | HT-1080-NT fibrosarcoma viability, CellTiter-Glo ATP luminescence, 48 h | Potency, µM (top dose mostly 46.1 µM), for the others: at the highest dose activity, negative = less viability, actives largely listed as cytotoxic;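 note: NT is the 2HG producing partner of a matched IDH1 knockdown line; potency is the fitted concentration of half-maximal effect; 0% = DMSO-treated cells and -100% = media-only wells without cells; nearly all actives have a fitted effect of over 55% in size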
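Read-out is CellTiter-Glo luminescence after 10 minutes at room temperature, following 48 hours' compound treatment of HT-1080-NT cells (750 cells/well, RPMI, 5% FBS, 37 degrees C).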
MCF10A rereplic: inducers of DNA re-replication in MCF 10A breast cells; MCF 10A DNA re-replication, Hoechst nuclear intensity, 48 h; Potency, µM (top dose mostly 46.1 µM), without a hit: at the highest dose activity, positive = re-replication, actives largely listed as activators; 350,000 tested, 2.9% active; AID 624296; note: potency is the fitted concentration of half-maximal effect; % of control where 0% means no effect; nearly all actives have a fitted effect of over 50% in size
SW480 rereplic: induces DNA re-replication in SW480 colon adenocarcinoma cells. SW480 DNA re-replication, Hoechst DNA content imaging, 48 h. Potency, µM (series often up to 46.1 µM), without a hit: at the highest dose re-replication activation, hits mostly activators. 340,000 tested, 1.8% active. AID 624297; note: potency is the fitted concentration of half-maximal effect; % of control where 0% means no effect; nearly all actives have a fitted effect of over 55% in size
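250 cells/well; 23 nL cpd via pin tool; 48 hr, 37 C, 5% CO2; Hoechst 40 min; imager read of total nuclear intensity, ex 405/em 500-530 nm.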
IL-1B inflam inh: inflammasome signaling inhibition, IL-1 beta readout; THP-1 LPS/ATP IL-1B secretion, AlphaLISA, 16 h; stronger effect = lower value; activity change, % at 57.5 µM; 360,000 tested, 4.7% active; AID 743279; in the data active = activity change below about -50%; inconclusive = mostly about -30% to -49%; note: % is set by controls: 0 for no effect and ±100 for the full control effect
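THP-1 cells pretreated 1 hr with compounds (up to 57.5 uM final), then stimulated with LPS (250 ng/mL final) plus ATP (1.25 mM final); secreted IL-1B measured by AlphaLISA after 16 hr, decreased signal indicating inhibition.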
HT1080 IDH1KD tx: toxicity to HT-1080 IDH1 knockdown cells (counter line); HT-1080 IDH1 knockdown viability, ATP luminescence, 48 h; 360,000 tested, 2% active; Potency, µM (doses to about 46.1 µM), inactives show at the highest dose activity, negative = toxicity, most hits filed as cytotoxic;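 note: potency is the fitted concentration of half-maximal effect; 0% = DMSO wells and -100% = cell-free medium wells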
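Luminescent ATP read-out (CellTiter-Glo, 10 min at room temperature) after 48 h compound exposure at 37 °C gave viability of IDH1-knockdown HT-1080 cells. Activity was normalised to DMSO and cell-free wells, then fitted as concentration-response curves.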
KB-V1 MDR tox: KB-V1 MDR subline cytotoxicity. KB-V1 MDR cells viability, CellTiter-Glo, 72 h. Potency, µM (series often up to 46.1 µM), inactives show top-dose activity change, negative = cytotoxicity, actives largely listed as cytotoxic. 400,000 tested, 3.4% active. AID 1347076; note: potency is the fitted concentration of half-maximal effect; % is set by controls: 0 for no effect and ±100 for the full control effect; nearly all actives have a fitted effect of over 60% in size
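Cells of the MDR subline KB-V1 are plated, dosed with compound at multiple concentrations, and incubated 72 h at 37 degrees C; CellTiter-Glo is then added and luminescence read after 10 min.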
KB-3-1 cytotox: KB-3-1 parental cell cytotoxicity; KB-3-1 viability, CellTiter-Glo ATP luminescence, 72 h; Potency, µM (series often up to 46.1 µM), for the others: top-dose activity change, negative = cytotoxic, usual class: cytotoxic; 400,000 tested, 1.4% active; AID 1347075; note: potency is the fitted concentration of half-maximal effect; % is set by controls: 0 for no effect and ±100 for the full control effect; nearly all actives have a fitted effect of over 60% in size
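Viability of parental KB-3-1 cells, measured by CellTiter-Glo luminescence, followed a 72 h incubation at 37 °C with pinned compounds in phenol-red-free DMEM containing 10% FBS.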
Active calls of the source: *; ? = inconclusive; . = no result given; [ ] = remark or other dose. Unless noted, calls come from the whole dose curve; as a rule, active = well fitted curve in the direction sought with a large enough effect; inconclusive = small, poorly fitted or top-dose-only effect, or another doubt; inactive = no such curve, though single readings can be large; an effect the other way counts as inactive or inconclusive. Compounds as they come; 11% or so of the library scored in one or more.

No.	compound	KB-3-1 cytotox	GLP1R cytotox	DRD3 agonist	KB-V1 MDR tox	IL-1B inflam inh	SW480 rereplic	MCF10A rereplic	HT1080 IDH1KD tx	HT1080-NT tox
1	CNC(=S)NNc1nc(-c2ccccc2)c2cc(Cl)ccc2n1	-1%	-7%	8	-17%	-27	-2%	6%	-9%	-8%
2	CCCCNCc1cc(OC)c(OCC(N)=O)cc1Br	2%	1%	23	?	10	-2%	-3%	4%	7%
3	CCCn1cc(S(=O)(=O)c2ccccc2)c(=O)c2cc(F)c(N3CCCCC3)cc21	12%	23%	1	-7%	.	.	.	.	.
4	CCOC(=O)N1CCN(C(=O)CS(=O)(=O)c2cn(Cc3ccccc3C)c3ccccc23)CC1	8%	7%	-4	?	16	0%	2%	-1%	0%
5	CSCCCNC(=O)c1ccccc1OC1CCN(S(C)(=O)=O)CC1	8%	-3%	1	-23%	16	0%	-1%	18%	6%
6	O=C(Cn1c(=O)cnc2ccccc21)Nc1cccc(S(=O)(=O)N2CCCCC2)c1	-7%	2%	0	1%	-7	-3%	7%	0%	-10%
7	O=C(CCC(=O)N1CCOc2ccccc21)Nc1ccccc1Br	-3%	0%	-1	?	7	-13%	11%	6%	?
8	Cc1csc(NC(=O)c2ccccc2)n1	-7%	1%	2	29%	-7	11%	7%	?	-23%

Some of the entries so far, as labelled records.
[3] CCCn1cc(S(=O)(=O)c2ccccc2)c(=O)c2cc(F)c(N3CCCCC3)cc21
  KB-3-1 cytotox = 12%
  GLP1R cytotox = 23%
  DRD3 agonist = 1
  KB-V1 MDR tox = -7%
  IL-1B inflam inh = .
  SW480 rereplic = .
  MCF10A rereplic = .
  HT1080 IDH1KD tx = .
  HT1080-NT tox = .
[4] CCOC(=O)N1CCN(C(=O)CS(=O)(=O)c2cn(Cc3ccccc3C)c3ccccc23)CC1
  KB-3-1 cytotox = 8%
  GLP1R cytotox = 7%
  DRD3 agonist = -4
  KB-V1 MDR tox = ?
  IL-1B inflam inh = 16
  SW480 rereplic = 0%
  MCF10A rereplic = 2%
  HT1080 IDH1KD tx = -1%
  HT1080-NT tox = 0%
[5] CSCCCNC(=O)c1ccccc1OC1CCN(S(C)(=O)=O)CC1
  KB-3-1 cytotox = 8%
  GLP1R cytotox = -3%
  DRD3 agonist = 1
  KB-V1 MDR tox = -23%
  IL-1B inflam inh = 16
  SW480 rereplic = 0%
  MCF10A rereplic = -1%
  HT1080 IDH1KD tx = 18%
  HT1080-NT tox = 6%

Next section:
No.	compound	KB-3-1 cytotox	GLP1R cytotox	DRD3 agonist	KB-V1 MDR tox	IL-1B inflam inh	SW480 rereplic	MCF10A rereplic	HT1080 IDH1KD tx	HT1080-NT tox
9	Cc1ccc(Nc2c(-c3ccccn3)nc3ccc(Br)cn23)cc1	16%	4%	-12	?	.	.	.	.	.
10	CCCNC(=O)CC1C(=O)N(Cc2ccccc2)C(C)c2nc3ccccc3n21 (stereo not given)	5%	0%	1	-14%	-6	-17%	4%	4%	5%
11	CCN(CC)c1ccc(S(=O)(=O)N2CCOCC2)cc1NS(C)(=O)=O	0%	0%	0	1%	24	12%	4%	10%	-1%
12	CCCNCC(=O)Nc1sc2c(c1C(=O)Nc1c(C)n(C)n(-c3ccccc3)c1=O)CCCC2	0%	-22%	-3	18%	-7	.	.	1%	-3%
13	O=C(NC(=S)Nc1ccc(S(=O)(=O)Nc2nccs2)cc1)c1ccccc1	13%	19%	-3	-14%	35	0%	20%	1%	2%
14	CCOC(=O)C1CCN(C(=O)c2sc3nc(C)nc(N4CCC(C)CC4)c3c2C)CC1	0%	-29%	3	-17%	20	-4%	22%	-16%	2%[9.24 µM]
15	COc1ccc(Br)cc1S(=O)(=O)Nc1ncccc1C	0%	1%	-4	-2%	-4	110%	?	-10%	-3%
16	O=C1CCC(C(=O)Nc2ccc(OC(F)F)cc2)N1 (stereo not given)	3%	-5%	0	?	19	-3%	14%	5%	1%
17	Cc1c[n+]([O-])cc(C)c1Oc1ccccc1	-17%	4%	14	-14%	23	-3%	-4%	5%	14%
18	CCCNC(=O)Nc1nc2ccccc2s1	?	-13%	1	-12%	-17	-7%	12%	0%	13%
19	COc1cc(CCN2C(=O)c3cccc4cccc(c34)C2=O)c(S(=O)(=O)N2CCC(C)CC2)cc1OC	-12%	-1%	-5	-7%	-4	-1%	0%	-2%	15%
20	CCCCN1C(=O)c2[nH]nc(-c3ccccc3O)c2C1c1cccc(OCc2ccccc2)c1 (stereo not given)	?	-14%	10	?	.	.	.	.	.
21	CCCc1c(-c2ccc(F)cc2F)ncn1Cc1ccccc1OC	?	-7%	-11	?	0	.	.	?	18µM*
22	Fc1ccc(COc2ccc3ccccc3c2CNc2nn[nH]n2)cc1	0%	-15%	-2	-30%	-10	?	?	?	?
23	O=C(O)CSCC(=O)Nc1ccccc1SCCS(=O)(=O)c1ccc(Cl)cc1	1%	0%	7	?	-19	16%	11%	1%	5%
24	COc1ccc(NC(=O)CSCC(=O)Nc2sccc2C#N)cc1	1%	1%	-8	14%	7	-2%	2%	-8%	-14%
25	CC(C)[C@@H]1Cc2[nH]n(C)c(=O)c2[C@H](c2ccc(F)cc2)O1	10%	-5%	6	0%	4	.	.	4%	16%
26	Cc1cccc(CSc2nnc(CCNC(=O)OC(C)(C)C)o2)c1	-8%	-18%	8	?	.	-49%[inhibitor]	-1%	-1%	2%
27	CCOC1=C2CN(S(=O)(=O)c3ccc(C)cc3)C(c3cccc(Cl)c3)CC2N(S(=O)(=O)c2ccc(Cl)cc2)C(c2ccccc2)C1 (stereo not given)	5.2µM*	1%	4	-20%	13	.	.	18%	13%
28	CSc1ccccc1OCc1cc(C(=O)NCc2cccc(C)n2)no1	8%	9%	4	-14%	-5	-2%	-1%	5%	-1%
29	Cn1c(=O)oc2cc(S(=O)(=O)NC(Cc3ccccc3)C(=O)Nc3ccc(F)cc3)ccc21 (stereo not given)	4%	-2%	5	-1%	.	.	.	.	.
30	O=C(O)c1c[nH]n2c(=S)ncnc12	0%	2%	5	?	?	.	.	10%	0%
31	O=C1CC(N2CCN(c3nc4ccccc4s3)CC2)C(=O)N1Cc1cccs1 (stereo not given)	0%	-16%	12	-14%	-13	5%	6%	-13%	-20%
32	Cc1nn(-c2ccc(C(=O)O)cc2)c(N)c1-c1ccccc1	-5%	14%	-4	18%	0	-12%	-7%	-2%	2%
33	O=C(Nc1ccc(Cl)cc1)N1CCN(Cc2ccc3c(c2)OCO3)CC1	-28%	-9%	-7	?	0	-3%	-2%	-22%	-5%
34	O=C(c1cc(-c2ccncc2)nc2ccccc12)N1CCN(Cc2ccccc2)CC1	-3%	-2%	3	?	-60*	-5%	16%	-4%	-6%
35	Cc1ccc(CN(C)C(=O)COc2ccc(S(=O)(=O)N3CCCC3)cc2[N+](=O)[O-])c(C)c1	-17%	-5%	0	-19%	-1	-8%	16%	0%	-7%
36	COc1ccccc1N1CCN(Cc2cc(=O)c(OCC#N)co2)CC1	-2%	-3%	-7	6%	0	-2%	2%	1%	6%
37	CCC(=O)N1CCc2cc(Br)cc(S(=O)(=O)N3CCCC(C(=O)NCc4ccc(F)cc4)C3)c21 (stereo not given)	-2%	0%	-15	-17%	.	.	.	.	.
38	CC(C)CC(N)c1csc(Nc2ccc(C(=O)N(C)Cc3ccccc3)cn2)n1 (stereo not given)	?	?	-12	-30%	-14	.	.	5.8µM*	4.6µM*
39	CC(Oc1ccccc1)C(=O)NC1CC(C)(C)NC(C)(C)C1 (stereo not given)	3%	-1%	-3	17%	8	-1%	3%	0%	0%
40	O=C(CSCc1ccccc1Br)NC1CC1	-2%	-11%	2	-17%	14	-16%	?	9%	5%

Shown with values under each structure: two of the compounds above.
The line under a structure holds: KB-3-1 cytotox | GLP1R cytotox | DRD3 agonist | KB-V1 MDR tox | IL-1B inflam inh | SW480 rereplic | MCF10A rereplic | HT1080 IDH1KD tx | HT1080-NT tox
38	CC(C)CC(N)c1csc(Nc2ccc(C(=O)N(C)Cc3ccccc3)cn2)n1 (stereo not given)
→ ? | ? | -12 | -30% | -14 | . | . | 5.8µM* | 4.6µM*
35	Cc1ccc(CN(C)C(=O)COc2ccc(S(=O)(=O)N3CCCC3)cc2[N+](=O)[O-])c(C)c1
→ -17% | -5% | 0 | -19% | -1 | -8% | 16% | 0% | -7%

The listing continues:
No.	compound	KB-3-1 cytotox	GLP1R cytotox	DRD3 agonist	KB-V1 MDR tox	IL-1B inflam inh	SW480 rereplic	MCF10A rereplic	HT1080 IDH1KD tx	HT1080-NT tox
41	COc1ccc(CC2(CO)CCN(Cc3c(C)nn(C(C)C)c3C)CC2)cc1	-2%	0%[7.66 µM]	-4	-1%	-14	-3%	?	-10%	-4%
42	Cc1cc(NC(=O)c2ccccc2O)nc(C)n1	-3%	15%	5	1%	40	-3%	-7%	0%	-23%
43	CCCC/C=C/[C@H](c1ccccc1)[C@H](CO)Cc1cccnc1	-2%	-20%	-2	?	-11	-12%	4%	10%	0%
44	CCCNC(=O)CSc1nc2[nH]ncc2c(=O)[nH]1	-2%	-3%	-1	-11%	8	?	6%	-6%	1%
45	COc1ccc(N2CC(C(=O)N[C@@H](C)C(=O)NC(C)c3ccccc3)CC2=O)cc1 (stereo not given in full)	14%	-3%	-8	?	26	?	1%	-3%	-3%
46	C=CCc1cc(C=O)cc(OCC)c1O	7%	-8%	9	-9%	-5	-10%	-2%	0%	4%
47	CC1(O)CC(C)(C)C(C#N)C(=O)N1 (stereo not given)	-2%	17%	-9	15%	-13	0%	-1%	16%	13%
48	CCC1Oc2ccc(C)cc2N(Cc2cccc(C)c2)C1=O (stereo not given)	-4%	15%	-28	-12%	-2	-4%	12µM*	2%	7%
49	O=C(O)CC1=C(Nc2ccccc2)C(=O)N(c2ccccc2)C1c1ccc(F)cc1 (stereo not given)	1%	-3%	0	-3%	0	19%	17%	-2%	-5%
